# From PubChem
# SSB-PriA inh – K. pneumoniae PriA-SSBct interaction inhibition; AlphaScreen SSBct-PriA binding, biotinylated peptide; inhibition, % at 33 µM; hit rate 0.6% among 430,000; in the data active = inhibition mostly above about 37%, no sharp cut-off; inactive = mostly below about 20%;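 also: plate controls were negative control peptide for no effect and reference peptide for full effect; strong numbers were not always called active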
# CCHFV vOTU inh – CCHFV vOTU protease inhibition; hit rate 0.55% among 370,000; AID 651958; Pep-AMC fluorescence; inhibition, % at 11.5 µM; in the data active = inhibition above about 30%; also: 0% = vehicle wells with enzyme and 100% = no enzyme wells
# Rv3671c inh – Rv3671c (M. tuberculosis) protease inhibition; P9WHR9; inhibition, % at 5.96 µM; hit rate 0.048% among 320,000; AID 2606; in the data active = inhibition above about 38%;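 also: extracellular domain of Rv3671c used as enzyme; 0% = enzyme with DMSO and 100% = no enzyme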
# Target sequence (P9WHR9 whole entry, looked up, the tested form may be a part): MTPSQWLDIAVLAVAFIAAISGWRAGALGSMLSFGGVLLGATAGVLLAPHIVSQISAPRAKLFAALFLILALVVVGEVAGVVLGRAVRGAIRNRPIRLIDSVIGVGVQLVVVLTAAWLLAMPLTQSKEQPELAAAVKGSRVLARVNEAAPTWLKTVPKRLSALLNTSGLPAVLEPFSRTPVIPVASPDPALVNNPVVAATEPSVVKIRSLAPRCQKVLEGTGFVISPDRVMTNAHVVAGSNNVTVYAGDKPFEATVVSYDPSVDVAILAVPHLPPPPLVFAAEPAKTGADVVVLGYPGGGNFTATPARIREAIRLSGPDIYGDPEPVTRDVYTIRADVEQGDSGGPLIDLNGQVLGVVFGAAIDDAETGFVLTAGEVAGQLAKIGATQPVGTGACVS
# PrPC TRFRET – reduces human prion protein on the cell surface; inhibition, % at 13.8 µM; cell surface PrPC, TR-FRET read-out; hit rate 0.43% among 370,000; P04156; in the data active = inhibition above about 24%; also: 0% = median of the test wells and 100% = reference compound wells
# DUSP3 inh – blocks human VHR1 dual specificity phosphatase; inhibition, % at 13.3 µM; P51452; hit rate 0.52% among 290,000; recombinant VHR phosphatase, pNPP absorbance; in the data active = inhibition above about 50%; also: some compounds called inactive have numbers as strong as hits
# Target sequence (P51452 whole entry, looked up): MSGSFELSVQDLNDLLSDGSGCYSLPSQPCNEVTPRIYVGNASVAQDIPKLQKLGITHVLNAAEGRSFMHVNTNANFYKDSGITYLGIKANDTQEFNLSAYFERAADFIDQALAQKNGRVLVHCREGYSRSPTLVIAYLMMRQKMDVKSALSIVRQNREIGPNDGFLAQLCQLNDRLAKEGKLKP
# BoNT-A LC inh2 – inhibitors of Botulinum neurotoxin A light chain protease; hit rate 0.17% among 360,000; multiplex microsphere protease substrate cleavage, flow cytometry; inhibition, % at 10 µM; AID 588499; also: plate controls were buffer without enzyme for full effect and enzyme alone for no effect
# Anthrax LF inh2 – anthrax lethal factor protease inhibition; multiplex microsphere protease cleavage assay, LF; inhibition, % at 10 µM; hit rate 0.12% among 360,000; AID 588501; also: plate controls were buffer without enzyme for full effect and enzyme alone for no effect
# SARS 3CLpro inh – SARS-CoV 3CLpro protease inhibition. P0C6X7. recombinant SARS-CoV 3CLpro, quenched FRET peptide cleavage. inhibition, % at 6 µM. hit rate 0.14% among 290,000. AID 1706; in the data active = inhibition above about 12%
# BoNT-F LC inh – blocks Botulinum neurotoxin F light chain protease. Multiplex microsphere protease cleavage assay, flow cytometry. inhibition, % at 10 µM. hit rate 0.22% among 360,000. AID 588497; in the data active = inhibition above about 35%, passing the limit was not always enough; inconclusive = no clear call, values can overlap the other calls; also: plate controls were buffer without enzyme for full effect and enzyme alone for no effect
# MazF activator – MazEF (E. coli) toxin RNase activation; FAM/BHQ RNA-DNA oligo cleavage fluorescence, 5 h; activation, % at 20 µM; hit rate 0.32% among 350,000; in the data active = activation above about 50%
# Target sequence (P0AE70 whole entry, looked up): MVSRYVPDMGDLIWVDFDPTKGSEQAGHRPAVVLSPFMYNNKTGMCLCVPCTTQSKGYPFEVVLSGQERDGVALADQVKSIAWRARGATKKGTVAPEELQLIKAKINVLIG
# An asterisk follows results filed as active; u = inconclusive; x = not tested or not shown. Rule as the data show it, unless noted: active = inhibition above about 30%; inconclusive = no clear call, values can overlap the other calls; inactive = below that. An excerpt. The share of hits here may be higher or lower than overall.
# Value order – SSB-PriA inh	CCHFV vOTU inh	Rv3671c inh	PrPC TRFRET	DUSP3 inh	BoNT-A LC inh2	Anthrax LF inh2	SARS 3CLpro inh	BoNT-F LC inh	MazF activator
O=c1[nH]cnc2nc(-c3ccc(N(CCCl)CCCl)cc3)[nH]c12
→ -8.8	-331.6	x	10.7	x	-0.1	-0.5	x	3.0	12.2
CC(C)(C)n1nc2c(c1NC(=O)Cc1ccc(F)cc1)CSC2
→ -4.2	3.3	-14.5	0.8	-12.8	-0.5	2.3	3.4	-6.5	5.4
CS(=O)(=O)Cc1ccc(C(=O)Nc2cccc(-c3nc4ccccc4[nH]3)c2)cc1
→ -6.3	23.1	-73.9	3.1	-5.5	-0.9	0.8	-5.0	1.4	-0.2
O=C(CCCCCn1c(=O)[nH]c2ccsc2c1=O)NCc1cccs1
→ -7.2	2.8	6.8	9.5	15.5	-0.2	8.5	-0.9	-1.2	-3.5
COc1ccc(-n2c3c(c(=O)[nH]c2=O)C(NS(=O)(=O)c2ccc(Cl)cc2)(C(F)(F)F)C(=O)N3)cc1 (centres undefined)
→ -7.6	-6.7	10.9	-6.8	8.4	1.2	-5.9	-0.2	-9.2	-5.0
Cc1ccc(C(=O)COC(=O)c2ccc(Cl)c(N)c2)s1
→ -27.7	4.6	-1.0	6.5	x	0.5	-1.8	x	-7.3	2.1
CC1CCCC(C)N1/N=C/c1cc(Br)cc(Br)c1O (centres undefined)
→ x	-8.1	-5.9	4.6	13.3	-0.9	-3.4	3.5	-4.1	23.2
Clc1ccc(C2=NNC(=NCc3ccccc3)SC2)cc1
→ 7.8	23.6	-22.6	10.9	6.0	-0.4	-3.0	-2.0	-3.6	0.2
COc1ccc(N2C(=O)C3CCCN3C2c2ccc(C)cc2)cc1 (centres undefined)
→ -1.1	-1.8	1.4	1.5	21.1	-0.1	3.6	-3.1	-1.0	1.8
O=C(CC1C(=O)NCCN1Cc1c(F)cccc1Cl)NCCCn1cccn1 (centres undefined)
→ -10.5	-0.1	2.0	1.9	15.5	-1.0	-4.6	1.3	-1.6	0.0
COc1ccc(CN2C(=O)NC(C)(c3ccc(C)cc3)C2=O)cc1F (centres undefined)
→ -8.1	-3.3	-9.5	4.3	24.2	1.2	3.7	4.5	1.7	-0.9
O=C(c1ccccc1Cl)N1CCn2c1nc1ccccc12
→ -9.7	-6.9	3.0	1.4	-13.3	-1.4	-5.3	0.4	-3.8	7.3
CCOC(=O)C1CCCN(C(=O)c2ccc(CNS(=O)(=O)c3ccc(C)cc3)cc2)C1 (centres undefined)
→ -6.6	3.2	1.4	8.4	-1.8	-0.7	-5.6	-3.0	0.0	7.6
CCN(CC)C(=O)Nc1ccccc1C
→ 1.6	5.5	0.3	-3.5	29.1	0.1	-1.2	0.7	-5.6	8.9
Cc1cc2oc(=O)cc(-c3cc4ccccc4o3)c2cc1O
→ 2.0	16.8	-65.4	-21.9	12.5	-1.0	0.3	-3.8	9.7	18.0

# Rewritten with bars between the fields: part of the list above.
canonical_smiles | SSB-PriA inh | CCHFV vOTU inh | Rv3671c inh | PrPC TRFRET | DUSP3 inh | BoNT-A LC inh2 | Anthrax LF inh2 | SARS 3CLpro inh | BoNT-F LC inh | MazF activator
O=c1[nH]cnc2nc(-c3ccc(N(CCCl)CCCl)cc3)[nH]c12 | -8.8 | -331.6 | x | 10.7 | x | -0.1 | -0.5 | x | 3.0 | 12.2
CC(C)(C)n1nc2c(c1NC(=O)Cc1ccc(F)cc1)CSC2 | -4.2 | 3.3 | -14.5 | 0.8 | -12.8 | -0.5 | 2.3 | 3.4 | -6.5 | 5.4
CS(=O)(=O)Cc1ccc(C(=O)Nc2cccc(-c3nc4ccccc4[nH]3)c2)cc1 | -6.3 | 23.1 | -73.9 | 3.1 | -5.5 | -0.9 | 0.8 | -5.0 | 1.4 | -0.2
O=C(CCCCCn1c(=O)[nH]c2ccsc2c1=O)NCc1cccs1 | -7.2 | 2.8 | 6.8 | 9.5 | 15.5 | -0.2 | 8.5 | -0.9 | -1.2 | -3.5
COc1ccc(-n2c3c(c(=O)[nH]c2=O)C(NS(=O)(=O)c2ccc(Cl)cc2)(C(F)(F)F)C(=O)N3)cc1 (centres undefined) | -7.6 | -6.7 | 10.9 | -6.8 | 8.4 | 1.2 | -5.9 | -0.2 | -9.2 | -5.0
Cc1ccc(C(=O)COC(=O)c2ccc(Cl)c(N)c2)s1 | -27.7 | 4.6 | -1.0 | 6.5 | x | 0.5 | -1.8 | x | -7.3 | 2.1
CC1CCCC(C)N1/N=C/c1cc(Br)cc(Br)c1O (centres undefined) | x | -8.1 | -5.9 | 4.6 | 13.3 | -0.9 | -3.4 | 3.5 | -4.1 | 23.2
Clc1ccc(C2=NNC(=NCc3ccccc3)SC2)cc1 | 7.8 | 23.6 | -22.6 | 10.9 | 6.0 | -0.4 | -3.0 | -2.0 | -3.6 | 0.2
COc1ccc(N2C(=O)C3CCCN3C2c2ccc(C)cc2)cc1 (centres undefined) | -1.1 | -1.8 | 1.4 | 1.5 | 21.1 | -0.1 | 3.6 | -3.1 | -1.0 | 1.8

# Next section
# Value order – SSB-PriA inh	CCHFV vOTU inh	Rv3671c inh	PrPC TRFRET	DUSP3 inh	BoNT-A LC inh2	Anthrax LF inh2	SARS 3CLpro inh	BoNT-F LC inh	MazF activator
Cc1c(C(=O)NCc2cccs2)oc2ccccc12
→ -35.7	-9.6	-6.7	-8.1	31.7	0.3	-2.8	4.5	-1.3	-4.1
CCCn1c(-c2cccs2)nc2ccccc21
→ -20.5	-9.8	3.4	4.4	3.1	0.7	0.9	-0.2	10.0	-1.8
COc1cccc(N2CC(=O)N(c3cccc(OC)c3)CC2=O)c1
→ -7.7	12.2	-0.1	4.0	21.6	-1.0	0.8	1.2	-2.4	2.9
COc1ccc(C2C3=C(CCCC3=O)Nc3n[nH]c(C)c32)cc1OC (centres undefined)
→ -11.7	-0.7	-7.0	-5.0	8.8	-0.3	-5.0	-0.2	-4.4	0.7
CCOc1ccccc1COC(=O)c1cccc(-n2cnnn2)c1
→ -12.9	-3.5	-12.2	2.1	13.9	-0.4	0.6	-4.5	-1.8	1.6
COc1ccc(NC(=O)C23CC4CC(C2)CC(c2ccccc2)(C4)C3)c(OC)c1
→ -6.3	0.3	-11.8	5.6	11.9	-0.5	-3.8	-0.8	-3.9	-10.9
O=C(COc1ccccc1)NCC(c1cccs1)N1CCOCC1 (centres undefined)
→ -3.3	7.4	-0.4	-3.0	16.1	0.8	0.7	0.3	0.6	8.8
CCOC(=O)CNC(=O)N(C)[C@H]1C[C@H]2c3[nH]c4ccccc4c3CCN2C(=O)[C@H]1[C@H](C)O
→ x	-172.8	x	-11.1	x	0.7	-1.9	x	4.3	x
COc1cc(OC)c(CN2CCc3c([nH]c4ccccc34)C2)cc1Br
→ -2.5	-10.3	-10.7	-6.3	38.7	51.3*	-10.5	-12.1	u	19.4
CCOCc1c(C(=O)N2CCN(Cc3ccc(Br)s3)CC2)oc2ccccc12
→ -9.4	10.8	-4.9	-5.9	x	-0.2	-12.7	x	-7.9	-0.1
CCN(CC)c1ccc(S(=O)(=O)N2CCOCC2)cc1NC(=O)COC(=O)/C=C/c1ccc(C)o1
→ -1.3	18.6	1.6	-5.4	x	2.5	-4.3	x	6.0	32.7
O=S(=O)(c1ccccc1)N1CCN(C(=S)NC2CCCC2)CC1
→ 8.9	-3.1	x	0.3	18.8	-1.0	2.3	2.5	-2.0	3.9
O=C1/C(=C\c2cccnc2)SC(=S)N1c1ccc(F)cc1
→ -7.8	-2.0	-7.9	-3.6	18.4	-1.5	-8.4	4.5	-1.6	12.7
CC1CCc2c(ccc3ccccc23)C1=O (centres undefined)
→ -35.0	-3.6	x	-2.2	x	0.3	-1.5	x	-4.7	3.8
CC(=O)Nc1ccc(NS(=O)(=O)c2ccc(CN3C(=O)c4cccnc4C3=O)cc2)cc1
→ -0.5	4.7	0.4	-1.5	-3.0	-0.1	0.0	2.1	-9.9	6.0
Cc1ccc(SCCC(=O)N2CCN(S(=O)(=O)c3ccccc3)CC2)cc1
→ -11.8	0.9	0.9	1.2	x	0.1	-4.7	x	4.6	-4.5
CN(C)Cc1c(O)ccc2ccccc12
→ 0.8	-14.2	-2.1	-5.3	1.4	-1.4	3.0	4.1	-2.2	-1.6
COC(=O)c1cc(C)nc(Nc2nc(C(N)Cc3ccc(F)cc3)cs2)n1 (centres undefined)
→ x	3.5	x	4.5	x	0.1	-1.9	x	-7.7	x
CSC1=NCCN1C(=O)c1c(-c2c(F)cccc2Cl)noc1C
→ -12.9	-11.0	4.4	-2.5	21.7	-2.5	1.2	4.7	u	6.9
O=C(CSc1nnc(CNc2ccc(F)cc2)n1Cc1ccco1)N1CCOCC1
→ -4.0	7.5	-4.5	1.3	1.1	0.4	-1.2	-0.7	9.4	2.2
CC(C)CN(C(=O)/C=C/c1nc2ccccc2s1)C1CCS(=O)(=O)C1 (centres undefined)
→ -6.4	-11.3	2.0	-21.5	x	2.7	-1.2	x	-2.5	4.8
CN(c1ccc(-c2csc(NC(=O)CCCc3nc4ccccc4c(=O)[nH]3)n2)cc1)S(C)(=O)=O
→ x	-3.6	x	10.7	x	-0.8	-7.3	x	-5.9	-4.9
COCCC(C(=O)Oc1c(C(C)(C)C)cc(C)cc1C(C)(C)C)c1ccccc1 (centres undefined)
→ -15.8	0.2	8.1	0.5	x	0.1	-2.0	x	2.4	3.8
CC(C)OC(=O)CCc1nc2ccccc2[nH]c1=O
→ -14.2	-4.5	1.8	-0.3	1.8	-0.4	-12.8	-4.5	4.8	3.5
CCCCCn1c(SCCN2CCOCC2)nc2c1c(=O)[nH]c(=O)n2C
→ -14.7	-5.5	-1.3	-2.8	21.3	-0.5	-2.3	0.3	-6.4	5.9
CCN(CC)CCn1c2c(c(SCC(=O)Nc3nc(C)cs3)nc1=O)CCC2
→ 9.9	-4.6	2.3	-0.2	x	0.9	-4.9	x	-3.1	8.7
Cc1cc(C)cc(NC(=O)CN2CCN(CCN=CC3=C(O)CC(C)(C)CC3=O)CC2)c1
→ -21.3	-1.1	0.5	5.5	13.2	0.1	3.6	0.4	-1.9	4.7
CC(/C=N\NC(=O)c1ccc2c(c1)OCO2)c1ccccc1 (centres undefined)
→ x	-2.8	7.2	9.6	0.3	1.5	-1.6	0.5	-0.9	-2.5
CCCCN(CCCNC(=O)c1ccc2nc(N3CCOCC3)sc2c1)Cc1ccccc1
→ 7.8	0.2	3.0	0.5	31.5	-0.9	1.1	-0.4	-2.1	6.3
CC1=C(C(=O)N(C(C)C)C(C)C)CC(CC(=O)NC(c2ccccc2)c2ccccc2)C(=O)N1Cc1ccc(C(C)(C)C)cc1 (centres undefined)
→ x	35.3*	x	2.9	x	0.2	-8.2	x	-3.5	x
CC(CN1C(C)CCCC1C)OC(=O)c1ccccc1Cl (centres undefined)
→ 3.2	12.4	2.5	4.0	-10.8	-1.0	-2.2	7.5	-1.8	-15.7
CCCCN1C(=O)/C(=C2/Sc3ccccc3N2C)S/C1=N\c1ncn[nH]1
→ x	-10.2	12.0	-1.7	16.4	0.5	3.2	4.1	2.8	-35.9
COc1ccc(N2CCN(Cc3oc(CO)cc(=O)c3O)CC2)cc1
→ -7.2	8.6	4.8	-3.2	15.6	0.8	-4.0	-0.8	7.9	2.8
Cc1c(C)[n+](=O)c2c(n1[O-])C(Br)CCC2Br (centres undefined)
→ -5.5	5.2	3.9	-1.2	-7.2	-0.6	5.6	1.1	-8.9	-11.2
C#Cc1ccc([C@@H]2C=C(C(=O)O)O[C@H](OCC)[C@H]2CCCO)cc1
→ -17.2	-4.7	-1.5	-0.3	x	-0.7	3.9	x	2.2	4.4
CC(Cc1ccccc1)/[N+]([O-])=C\c1ccc(C(F)(F)F)cc1 (centres undefined)
→ 46.0*	7.3	-2.7	0.0	x	-0.5	0.2	x	-7.3	-22.6
Cc1onc(-c2ccccc2Cl)c1C(=O)OCN1C(=O)c2ccccc2C1=O
→ 0.4	-2.4	-8.6	-6.0	6.2	-0.5	-4.9	-3.5	-1.4	-2.7
CCCNC(=O)c1cc2c(c(-c3cccc(-c4ccc(C#N)cc4)c3)n1)[C@@H](CCO)N(C(=O)CC)C2
→ x	-3.6	x	-4.9	x	-0.6	-1.5	x	-8.6	x
